# Assay outcomes: PubChem, several laboratories
# GPR35 arrestin U2OS: GPR35 antagonists blocking zaprinast-driven arrestin recruitment, primary screen, imaging, U2OS, beta-arrestin-GFP, zaprinast agonist (AID 2058); inhibition, % at 10 µM, or IC50 in µM where a hit was titrated; G-protein coupled receptor 35 (Homo sapiens); 290,000 tested, 0.052% active; U2OS GPR35 beta-arrestin-GFP translocation imaging, zaprinast antagonism; higher % means a stronger effect;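 active means inhibition of at least 50% with at least 30 cells and total cytoplasm GFP at most 10,000,000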
# SV40 large T antigen: SV40 large T antigen inhibitors, biochemical (AID 1903). inhibition, % at 20 µM, or IC50 in µM where a hit was titrated. SV40 large T antigen ATPase/helicase inhibition assay; higher % means a stronger effect. 310,000 tested, 0.39% active; in the data active means a potency from the dose series; further: strong numbers were not always called active
# GPR55 activation: GPR55 agonists via beta-arrestin recruitment, primary screen, imaging, U2OS cells, beta-arrestin-GFP redistribution (AID 1961); 290,000 tested, 0.048% active; U2OS GPR55 beta-arrestin-GFP redistribution imaging; higher % means a stronger effect; activation, % at 10 µM; hits with a dose series show EC50 in µM; G-protein coupled receptor 55 (Homo sapiens);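 active means activation above 40% with more than 50 cells counted in the well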;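 further: U2OS osteosarcoma cells stably expressing GPR55 and beta-arrestin-GFP; plate controls were DMSO negative control for no effect and LPI positive control for full effect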
# LYP phosphatase: inhibitors of LYP phosphatase, biochemical, fluorescence intensity, uHTS (AID 1779); 290,000 tested, 0.054% active; inhibition, % at 11.5 µM; hits with a dose series show IC50 in µM; Tyrosine-protein phosphatase non-receptor type 22 (Homo sapiens); recombinant LYP phosphatase, fluorescence intensity; higher % means a stronger effect; in the data active means inhibition above about 50%;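 further: plate controls were vehicle with enzyme for no effect and no enzyme for full effect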
# MgcRacGAP inhibition: MgcRacGAP GTPase-activating activity inhibitors, confirmation, biochemical, ADP Hunter fluorescence | one-dose inhibition, % at 30 µM; IC50 in µM for titrated hits | AID 624330, 2012 | MgcRacGAP-stimulated Rac1 GTP hydrolysis, ADP Hunter fluorescence; higher % means a stronger effect; GST-tagged Rac1 F28L mutant substrate | Rac GTPase-activating protein 1 (Homo sapiens) | 340,000 tested, 0.6% active;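 active means first-screen hits whose inhibition reached a set limit at any dose in the follow-up dose series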;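 further: fluorescence reports GDP produced by GAP-driven GTP hydrolysis; strong numbers were not always called active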
# GPR55 antagonists: GPR55 antagonists blocking LPI-driven arrestin recruitment, primary screen, imaging, U2OS, beta-arrestin-GFP, LPI agonist (AID 2013) | G-protein coupled receptor 55 (Homo sapiens) | U2OS GPR55 beta-arrestin-GFP translocation imaging, LPI antagonism; higher % means a stronger effect | inhibition, % at 10 µM, or IC50 in µM where a hit was titrated | 290,000 tested, 0.13% active;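 active means spots per cell inhibited over 60%, with over 100 cells counted and total cytoplasm intensity under 500,000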;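 further: U2OS cells stably carrying GPR55 and arrestin-GFP stimulated by 5 µM LPI near EC80; imaged beta-arrestin-GFP aggregate spots per cell after agonist stimulation; plate controls were LPI-stimulated DMSO wells for no effect and DMSO wells without LPI for full effect; some results filed as inactive read as strong as hits; confirmed hits need IC50 under 10 µM and bright autofluorescent wells are also inconclusive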
# T cell HTS: modulators of CD8 T cell-vesicle binding, primary screen, mouse 2C CD8+ T cells, flow cytometry; 2C CD8+ T cell-vesicle binding; active compounds read low; calls only at 7 µM; 330,000 tested, 0.068% active;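 active means response, share of CD8 T cells binding vesicles, and their 90th percentile fluorescence all below set limits, cut at about 80% in these data, passing the limit was not always enough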
#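 System: murine 2C transgenic CD8+ T lymphocytes; also added: QL9-loaded Drosophila micro-vesicles; times: binding 1.5 h at 37 °C; measured by: flow cytometry, PE anti-B7-1 (FL2) versus Alexa647 anti-CD8 (FL8), PFA-fixed; control set: Peptide-free naked vesicles (low) and QL9 vesicles with 0.7% DMSO vehicle (high)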
# NTR1 agonist: agonists of NTR1, primary screen, imaging, U2OS cells, beta-arrestin-GFP, high content (AID 493036); Neurotensin receptor type 1 (Homo sapiens), P30989; NTR1-U2OS beta-arrestin-GFP spot imaging, agonist mode; activation, % at 20 µM; 330,000 tested, 0.17% active;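 active means activation at or above 40% of the spot to cytoplasm intensity ratio, with at least 20 cells analyzed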;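 further: 0% = DMSO without peptide and 100% = 100 nM NTR1 peptide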
# Target sequence (P30989 whole entry, looked up): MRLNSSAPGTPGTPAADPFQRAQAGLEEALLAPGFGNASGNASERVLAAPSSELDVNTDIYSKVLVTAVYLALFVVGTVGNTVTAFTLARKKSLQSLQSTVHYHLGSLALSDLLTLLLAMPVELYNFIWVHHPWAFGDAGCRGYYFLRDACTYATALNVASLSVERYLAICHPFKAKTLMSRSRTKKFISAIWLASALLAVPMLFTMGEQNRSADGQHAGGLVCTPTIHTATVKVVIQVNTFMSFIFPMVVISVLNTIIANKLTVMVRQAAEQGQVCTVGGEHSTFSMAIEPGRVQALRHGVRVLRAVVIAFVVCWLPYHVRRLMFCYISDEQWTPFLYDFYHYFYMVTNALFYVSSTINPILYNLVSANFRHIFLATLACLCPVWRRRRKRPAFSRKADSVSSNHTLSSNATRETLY
# Lipid droplet: inhibitors of hepatocyte lipid droplet formation, primary screen, imaging, high-throughput imaging, BODIPY stain | AML12 mouse hepatocytes, oleate lipid droplets | inhibition, % at 6.5 µM | 240,000 tested, 0.4% active;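 active means lipid droplet intensity inhibited by at least 50%, with more than 500 cells counted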
#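 Assay system: AML12 mouse liver cells | Compound dosing: One dose, 6.5 µM compound | Read-out basis: Droplet intensity reduction, % inhibition | Measured by: Fluorescence imaging, 20x objective, two fields per well | Schedule: Overnight treatment with compound plus oleate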
# Lipid droplet cells 6.5 µM: recorded beside Lipid droplet, whose call it bears; cell count; measured here: cell count, cytotoxicity flag;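 cells counted across two imaged fields per well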
# T cell HTS vesicle-bound %: further read-out of T cell HTS, marked with its call; double positive events, %; measured here: CD8+ vesicle-bound cell fraction;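 binding gate set so that unloaded-vesicle control wells show 10% double positive cells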
# NTR1 agonist cell count 20 µM: recorded beside NTR1 agonist, whose call it bears; cell count; measured here: cell count, cytotoxicity flag
# The depositor's hits bear a star; i = inactive; · = no result given. The order is random; any-hit rate near 1.8%.
SMILES,GPR35 arrestin U2OS,SV40 large T antigen,GPR55 activation,LYP phosphatase,MgcRacGAP inhibition,GPR55 antagonists,T cell HTS,T cell HTS vesicle-bound %,NTR1 agonist,NTR1 agonist cell count 20 µM,Lipid droplet,Lipid droplet cells 6.5 µM
Cc1ccn2cc(-c3ccc(NC(=O)c4ccco4)cc3)nc2c1,1%,17%,0.1%,1%,6%,10%,i,45,2.0,71,11,645
Cc1cccc(OCCCC(=O)Nc2ccc(S(N)(=O)=O)cc2)c1,1%,-4%,0.2%,-3%,-1%,0%,i,65,0.8,29,9,690
COc1ccc(Nc2nnc(SCC(=O)c3cc4ccccc4o3)s2)cc1,4%,32%,0.8%,-5%,13%,-11%,i,41,0.7,50,-14,652
Cn1nc(OCc2ccccc2)ccc1=O,4%,12%,-0.1%,-1%,-1%,13%,i,5,-1.6,85,·,·
O=C(CC1C(=O)NCCN1Cc1ccc(Cl)c(F)c1)NC1CCCCC1 (stereo not given),-3%,11%,0.7%,-7%,2%,7%,i,63,0.1,63,7,826
O=C(CN1C(=O)CC(c2ccco2)Sc2ccccc21)Nc1ccccc1F (stereo not given),-7%,12%,0.0%,-5%,14%,2%,i,4,0.9,59,-28,665
O=C(Nc1ccc(N2CCCC2)cc1)c1ccc(Cl)cc1Cl,15%,6%,0.0%,-1%,9%,-4%,i,44,-2.4,105,·,·
CN(C)C=Nc1ccc2nn(-c3ccccc3)nc2c1,-8%,6%,0.2%,-6%,7%,·,i,36,1.9,75,·,·
COc1ccc(CN(C)C(C)C(=O)Nc2cccc3ccccc23)cc1 (stereo not given),10%,4%,0.2%,-6%,0%,1%,i,32,3.0,39,-34,700
Cc1ccc(CNC(=O)C2CCCN(S(=O)(=O)N3CC(C)CC(C)C3)C2)cc1 (stereo not given),-2%,6%,0.2%,-10%,13%,14%,i,27,0.5,72,-14,730
COc1ccc(N(CC(=O)NCCC2=CCCCC2)S(C)(=O)=O)cc1OC,-6%,4%,-0.1%,-3%,6%,-8%,i,23,1.1,87,9,762
Cc1noc(C)c1CSc1nnc(C)c(=O)[nH]1,10%,-8%,-0.2%,0%,5%,10%,i,20,-0.7,85,15,730
Cc1ccc(C(=O)c2c3ccc(C(F)(F)F)cc3nn2CCC(N)=O)cc1,·,14%,·,·,4%,·,i,35,2.6,52,·,·
CC(=O)OCC(=O)C1=CCC2C3CCC4=CC(=O)C=CC4(C)C3(F)C(OC(C)=O)CC12C (stereo not given),11%,0%,0.2%,-5%,9%,2%,i,41,-0.9,84,-20,584
COc1ccc(NC(=O)Nc2nnc(-c3ccco3)s2)cc1,-8%,9%,0.3%,-4%,4%,1%,i,40,0.4,45,-4,669
Cc1cccn2c(CN[C@H]3CCCCNC3=O)c(C(=O)N3CCOCC3)nc12,-6%,4%,1.1%,-7%,-1%,-15%,i,51,-1.2,61,-10,683
O=C(CSc1ccc2nc(-c3ccccc3)cn2n1)NCC1CCCO1 (stereo not given),12%,4%,-0.2%,-14%,-3%,6%,i,41,0.6,56,-2,736
NC(=O)NCc1ccc(F)cc1,-7%,4%,1.3%,-9%,3%,-3%,i,50,0.1,59,1,758
CCC(=O)N1CCC2(CC1)Oc1ccc(Cl)cc1C(=O)C21CC(c2ccccc2)=NO1 (stereo not given),-17%,11%,-0.2%,-3%,3%,13%,i,18,11,78,·,·
Cc1cc(C)c2nc(NC(=O)c3ccc4c(=O)n5c(nc4c3)CCCCC5)sc2c1,-18%,8%,-0.1%,-2%,0%,1%,i,56,7.1,106,7,567
O=C(O)c1ccccc1C(=O)NCC(O)COc1ccc(Cl)cc1 (stereo not given),-19%,-1%,0.7%,-7%,0%,-9%,i,13,1.3,57,-5,706
CCc1ccccc1NC(=S)N1CCN(c2ccccc2F)CC1,-6%,5%,-0.1%,2%,1%,5%,i,59,0.6,65,·,·
COc1ccc(S(=O)(=O)N2CCC(C(=O)NCC(c3cccs3)N(C)C)CC2)cc1 (stereo not given),-3%,10%,0.2%,6%,-3%,6%,i,19,-0.9,77,·,·
COc1cccc(COc2nc3c(c(=O)n(C)c(=O)n3C)n2C)c1,10%,2%,-0.1%,0%,5%,-2%,i,21,1.1,72,-16,660
COc1ccc(OC)c(S(=O)(=O)N/N=C\c2c[nH]c3ccccc23)c1,18%,31%,-0.1%,-5%,20%,2%,i,54,-1.0,68,0,847

# Following part
SMILES,GPR35 arrestin U2OS,SV40 large T antigen,GPR55 activation,LYP phosphatase,MgcRacGAP inhibition,GPR55 antagonists,T cell HTS,T cell HTS vesicle-bound %,NTR1 agonist,NTR1 agonist cell count 20 µM,Lipid droplet,Lipid droplet cells 6.5 µM
COc1cccc(C(=O)CSc2nc3ccccc3n2CC(=O)N(C(C)C)C(C)C)c1,10%,21%,-0.2%,-3%,10%,3%,i,31,0.1,40,6,760
CCOC(=O)N1CCN(C(=O)C2CCC(=O)N2C(C)C)CC1 (stereo not given),5%,10%,-0.1%,-9%,7%,0%,i,56,1.8,67,·,·
C/C(=N\NC(=O)C1CCCC1)c1ccc(Cl)c(Cl)c1,-14%,16%,-0.1%,-6%,9%,2%,i,18,4.3,51,23,688
CCOC(=O)CN1C(=O)CSc2ccc(S(=O)(=O)N3CCOCC3)cc21,6%,12%,0.3%,-8%,4%,8%,i,41,0.6,75,-6,693
COc1ccc(-n2c(=O)cc(N3CCc4ccccc43)[nH]c2=O)cc1,3%,12%,-0.3%,2%,8%,-1%,·,·,0.0,56,0,745
Cc1cc(Cl)ccc1NC(=S)NCc1ccc(F)cc1,22%,-3%,-0.2%,-7%,9%,15%,i,63,-0.4,43,2,853
CC(=O)N1CCC(C(=O)OCc2ccc(Cl)cc2)(c2ccccc2)CC1,-3%,10%,-0.2%,-2%,2%,-9%,i,29,1.9,64,-24,792
COc1ccc(Cl)cc1NC(=O)C1CCN(C(=O)C2CC(=O)N(c3ccc(C)cc3)C2)CC1 (stereo not given),-10%,5%,-0.2%,-8%,5%,4%,i,40,-0.2,45,-1,812
COc1ccc(NC(=O)CC2C(=O)N(C)C(=S)N2CCc2ccc(F)cc2)cc1 (stereo not given),-2%,10%,0.2%,-1%,·,-5%,i,41,1.6,48,2,703
Cc1ccc(C(=O)N(Cc2cccs2)C2CCS(=O)(=O)C2)cc1 (stereo not given),3%,27%,-0.1%,-5%,2%,11%,i,27,-1.7,57,-23,695
CC1(C)Cc2c(c(N3CCOCC3)nc3sc4c(NCCN5CCOCC5)nnnc4c23)CS1,26%,4%,0.2%,-3%,17%,12%,i,32,-0.6,41,15,691
O=C(CN(Cc1ccc(F)cc1)C(=O)c1csnn1)NCc1ccccc1,13%,7%,0.0%,-10%,5%,4%,i,32,-0.3,61,-7,809
COc1ccccc1Sc1nc(-c2ccccc2)ncc1OC,12%,4%,-0.2%,1%,10%,16%,i,14,9.1,41,0,695
Cc1cc(C)c(S(=O)(=O)NCc2ccc3c(c2)OCO3)c(C)c1,3%,10%,-0.1%,-6%,20%,3%,i,55,1.7,66,-3,817
COc1ccc(C(=S)N2CCOCC2)cc1OC(=O)c1cc([N+](=O)[O-])c(C)c([N+](=O)[O-])c1,-10%,16%,0.9%,5%,16%,-4%,i,47,-0.7,67,11,669

# Part of the list above, with bars between the fields.
SMILES | GPR35 arrestin U2OS | SV40 large T antigen | GPR55 activation | LYP phosphatase | MgcRacGAP inhibition | GPR55 antagonists | T cell HTS | T cell HTS vesicle-bound % | NTR1 agonist | NTR1 agonist cell count 20 µM | Lipid droplet | Lipid droplet cells 6.5 µM
C/C(=N\NC(=O)C1CCCC1)c1ccc(Cl)c(Cl)c1 | -14% | 16% | -0.1% | -6% | 9% | 2% | i | 18 | 4.3 | 51 | 23 | 688
CCOC(=O)CN1C(=O)CSc2ccc(S(=O)(=O)N3CCOCC3)cc21 | 6% | 12% | 0.3% | -8% | 4% | 8% | i | 41 | 0.6 | 75 | -6 | 693
COc1ccc(-n2c(=O)cc(N3CCc4ccccc43)[nH]c2=O)cc1 | 3% | 12% | -0.3% | 2% | 8% | -1% | · | · | 0.0 | 56 | 0 | 745
Cc1cc(Cl)ccc1NC(=S)NCc1ccc(F)cc1 | 22% | -3% | -0.2% | -7% | 9% | 15% | i | 63 | -0.4 | 43 | 2 | 853
CC(=O)N1CCC(C(=O)OCc2ccc(Cl)cc2)(c2ccccc2)CC1 | -3% | 10% | -0.2% | -2% | 2% | -9% | i | 29 | 1.9 | 64 | -24 | 792
COc1ccc(Cl)cc1NC(=O)C1CCN(C(=O)C2CC(=O)N(c3ccc(C)cc3)C2)CC1 (stereo not given) | -10% | 5% | -0.2% | -8% | 5% | 4% | i | 40 | -0.2 | 45 | -1 | 812
COc1ccc(NC(=O)CC2C(=O)N(C)C(=S)N2CCc2ccc(F)cc2)cc1 (stereo not given) | -2% | 10% | 0.2% | -1% | · | -5% | i | 41 | 1.6 | 48 | 2 | 703
Cc1ccc(C(=O)N(Cc2cccs2)C2CCS(=O)(=O)C2)cc1 (stereo not given) | 3% | 27% | -0.1% | -5% | 2% | 11% | i | 27 | -1.7 | 57 | -23 | 695
CC1(C)Cc2c(c(N3CCOCC3)nc3sc4c(NCCN5CCOCC5)nnnc4c23)CS1 | 26% | 4% | 0.2% | -3% | 17% | 12% | i | 32 | -0.6 | 41 | 15 | 691
O=C(CN(Cc1ccc(F)cc1)C(=O)c1csnn1)NCc1ccccc1 | 13% | 7% | 0.0% | -10% | 5% | 4% | i | 32 | -0.3 | 61 | -7 | 809
COc1ccccc1Sc1nc(-c2ccccc2)ncc1OC | 12% | 4% | -0.2% | 1% | 10% | 16% | i | 14 | 9.1 | 41 | 0 | 695
Cc1cc(C)c(S(=O)(=O)NCc2ccc3c(c2)OCO3)c(C)c1 | 3% | 10% | -0.1% | -6% | 20% | 3% | i | 55 | 1.7 | 66 | -3 | 817
